# Keap1 Nrf2 FP – Keap1-Nrf2 protein-protein interaction inhibitors, primary screen, biochemical, fluorescence polarization, single point; inhibition, % at 9.4 µM; hit rate 0.15% among 340,000; AID 504523, 2011; Keap1 Kelch-Nrf2 peptide fluorescence polarization, 1536-well; in the data active = inhibition above about 12%;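 note: human Keap1 Kelch domain with fluorescein labeled Nrf2 9mer peptide probe; 0% = neutral control wells and 100% = peptide positive control; higher means more block of Keap1 binding to Nrf2 peptide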
# Target sequence (Q14145 whole entry, looked up, the tested form may be a part): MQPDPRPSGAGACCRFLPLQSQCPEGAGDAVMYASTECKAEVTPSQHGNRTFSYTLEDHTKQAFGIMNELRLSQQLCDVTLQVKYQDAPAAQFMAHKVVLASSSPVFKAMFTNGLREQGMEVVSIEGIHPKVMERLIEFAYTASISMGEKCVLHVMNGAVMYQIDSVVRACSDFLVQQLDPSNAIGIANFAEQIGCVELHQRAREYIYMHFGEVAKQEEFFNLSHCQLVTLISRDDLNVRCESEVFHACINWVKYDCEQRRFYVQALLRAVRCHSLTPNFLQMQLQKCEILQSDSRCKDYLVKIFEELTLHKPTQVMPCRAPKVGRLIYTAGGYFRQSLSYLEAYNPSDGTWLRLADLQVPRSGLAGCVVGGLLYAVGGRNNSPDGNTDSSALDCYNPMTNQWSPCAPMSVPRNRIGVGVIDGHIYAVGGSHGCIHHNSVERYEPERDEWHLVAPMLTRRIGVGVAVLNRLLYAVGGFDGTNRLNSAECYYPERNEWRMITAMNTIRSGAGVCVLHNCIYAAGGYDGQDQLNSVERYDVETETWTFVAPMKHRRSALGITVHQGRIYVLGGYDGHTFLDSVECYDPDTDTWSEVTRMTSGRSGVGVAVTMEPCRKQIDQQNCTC
# C-LANA FP – inhibitors of KSHV C-LANA binding to DNA, primary screen, biochemical, fluorescence polarization, FAM-LBS DNA, MBP-C-LANA, single point | inhibition, % at 9 µM | Kaposi's sarcoma herpesvirus LANA C-terminal domain (residues 932-1162) DNA binding | hit rate 0.078% among 340,000;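 active = highest replicate inhibition at or above 60% at 9 µM, even if other replicates fall short; inactive = all replicates below 60% inhibition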;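 note: 0% = neutral control wells and 100% = 4 µM acridine orange control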
# PfHsp90 set2 – growth inhibition of PfHsp90-expressing yeast, primary screen, antimalarial PfHsp90 inhibitor project, S. cerevisiae, BacTiter-Glo luminescence, single point, set 2 | BacTiter-Glo ATP, 48 h; yeast lacking PDR1 and PDR3 efflux regulators | inhibition, % at 9.4 µM | hit rate 0.32% among 310,000;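 active = every replicate shows inhibition above about 80%, whatever the replicate mean, limit read from the data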;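 note: 0% = DMSO neutral controls and 100% = 20 µM radicicol positive controls; yeast relying on Plasmodium falciparum Hsp90 in place of its own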
# NSD2 inh – NSD2 histone methyltransferase inhibitors, primary screen, biochemical, AlphaScreen, single concentration, set 2. Histone-lysine N-methyltransferase NSD2 (Homo sapiens), O96028. NSD2 peptide methylation, 120 min. inhibition, % at 12.5 µM. hit rate 0.54% among 310,000; in the data active = inhibition above about 50%
# RTF Ca sens inh – cardiac RTF calcium sensitivity inhibitors, primary screen, biochemical, IANBD-TnC fluorescence, EC70 calcium | inhibition, % at 7.15 µM | Troponin I, cardiac muscle (Homo sapiens) + Troponin T, cardiac muscle (Homo sapiens) + … | IANBD-labeled cardiac RTF, Ca2+ fluorescence | hit rate 0.12% among 340,000;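 active = inhibition above the mean inhibition of all tested compounds plus 3 SD, cut at about 17% in these data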;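 note: assay run at fixed EC70 calcium of 1.6 mM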
# CDK5 inh – inhibitors of human CDK5/p35 kinase, primary screen, biochemical, single concentration; Cyclin-dependent kinase 5 (Homo sapiens) + Cyclin-dependent kinase 5 activator 1 (Homo …; Recombinant CDK5/p35, ADP-Glo luminescence, 60 min; inhibition, % at 10 µM; hit rate 0.01% among 330,000;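 active = highest replicate inhibition of at least 50% and at least 75% of replicates reaching 50%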;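 note: plate controls were DMSO neutral control for no effect and GW8510 at 10 µM for full effect; many of its hits are not listed in these tables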
# cardiac RTF act – cardiac RTF calcium sensitivity activators, primary screen, biochemical, IANBD-TnC fluorescence, EC20 calcium; hit rate 0.24% among 340,000; IANBD-labeled TnC RTF fluorescence at EC20 calcium; 0% EC20 calcium, 100% full calcium; activation, % at 7.2 µM; AID 493008, 2010;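 active = activation above the mean over all tested compounds plus 3 SD, cut at about 30% in these data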;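 note: rise in fluorescence read as greater calcium sensitivity of cardiac thin filaments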
# Mot1-301 SUMO – yeast Mot1-301 growth rescue at high temperature, primary screen, SUMOylation pathway inhibitor project, S. cerevisiae, ATP luminescence, 38.5C; S. cerevisiae Mot1-301 growth rescue; percent above DMSO median, 100 means doubled; AID 2716, 2010; growth rescue, % at 18.8 µM; hit rate 1% among 320,000;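 active = every valid replicate shows activation above 250% relative to neutral control wells; inactive = the rest, any valid replicate at or below 250%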;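 note: OY570 slx delta 5 strain wells were the positive control but not used for scaling; some compounds called inactive have numbers as strong as hits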
# dFosB activator – activators of delta FosB homodimer, primary screen, biochemical, fluorescence polarization, TAMRA-CDK5 oligo, single point; Protein FosB (Mus musculus), P13346; purified delta FosB; percent of positive-control signal above neutral wells; activation, % at 25 µM; hit rate 0.99% among 340,000; AID 493131, 2011;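 active = mean activation above about 17%, with every replicate also reaching it, limit read from the data, passing the limit was not always enough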;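 note: fluorescence polarization rise as delta FosB binds a TAMRA Cdk5 AP-1 oligo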
# Rtt109 Vps75 – inhibitors of C. albicans Rtt109/Vps75 HAT, primary screen, biochemical, ThioGlo CoA-SH fluorescence, plate reader | inhibition, % at 34.9 µM | AID 540336, 2011 | purified Rtt109/Vps75, 4 h | hit rate 0.16% among 330,000;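 active = inhibition of at least 50% in every replicate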
# Target sequence (Q5AAJ8 whole entry, looked up): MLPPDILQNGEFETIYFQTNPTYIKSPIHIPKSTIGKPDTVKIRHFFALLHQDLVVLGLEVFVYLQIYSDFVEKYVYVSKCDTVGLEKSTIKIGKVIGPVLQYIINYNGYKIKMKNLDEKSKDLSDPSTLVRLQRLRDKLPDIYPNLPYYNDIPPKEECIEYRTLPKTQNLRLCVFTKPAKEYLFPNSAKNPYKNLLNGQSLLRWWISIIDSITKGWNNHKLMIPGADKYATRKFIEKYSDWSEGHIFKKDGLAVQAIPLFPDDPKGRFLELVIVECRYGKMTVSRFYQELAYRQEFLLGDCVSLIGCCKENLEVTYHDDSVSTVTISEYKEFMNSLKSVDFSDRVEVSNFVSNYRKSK
# PvdQ acylase – P. aeruginosa PvdQ acylase inhibitors, primary screen, biochemical, fluorescence, plate reader and imaging, single point; inhibition, % at 10 µM; AID 488965, 2010; hit rate 0.063% among 340,000; purified PvdQ acylase; PvdQ acylase [Pseudomonas aeruginosa LESB58]; in the data active = inhibition above about 30%, passing the limit was not always enough;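 note: 0% = vehicle neutral wells and 100% = reference inhibitor wells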
# The depositor's hits bear a star; x = not tested or not shown.
SMILES,Keap1 Nrf2 FP,C-LANA FP,PfHsp90 set2,NSD2 inh,RTF Ca sens inh,CDK5 inh,cardiac RTF act,Mot1-301 SUMO,dFosB activator,Rtt109 Vps75,PvdQ acylase
O=C(CCCCCCC(=O)c1ccccc1)c1ccccc1,-1,0.0,2,0,-4,0.9,4,18,0,12,6
Cn1c(SCC(=O)c2ccccc2)nnc1-c1ccncc1,-7,0.0,15,-6,6,1.1,2,-15,-4,4,-2
CCOC(=O)N1CCN(S(=O)(=O)c2cccc3cccnc23)CC1,-1,0.3,12,-4,-23,0.2,-3,9,3,11,-10
CC1CCCCC12NC(=O)N(CC(=O)NCc1ccc3c(c1)OCO3)C2=O (centres undefined),-9,1.5,-3,-1,4,-0.6,-1,64,1,-2,-14
O=C(COc1ccccc1[N+](=O)[O-])N/N=C/c1ccc[nH]1,-2,-3.2,3,1,-2,8.1,0,-23,3,1,-3
CCOC(=O)C1CCN(C(=O)CCc2c(C)nc3ncnn3c2C)CC1,-4,0.1,x,x,-18,-1.6,-5,41,-6,2,11
CC(C)Sc1nc2c(c(=O)n(C)c(=O)n2C)n1C,2,-0.6,-46,-2,-11,-2.9,-2,-6,-10,3,-5
CCOc1ccc(Nc2nc(N3CCCC3)nc(N3CCN(c4ccc(OC)cc4)CC3)n2)cc1,-4,1.1,x,-1,-5,-1.8,1,-8,-6,-10,-15
CC(C)C(c1nnnn1Cc1ccco1)N1CCN(c2nc3ccccc3s2)CC1 (centres undefined),-4,-0.6,16,-4,0,-0.3,-6,-26,-6,x,4
Cc1ccc2c(c1)c1ncn(CCC3=CCCCC3)c(=O)c1n2C,-6,-1.4,-15,-1,-7,-0.4,5,0,-9,-17,-13
COc1cc(OC)cc(C(=O)NCC(=O)OCC(=O)Nc2ncc(Cl)cc2Cl)c1,3,2.8,x,-1,-10,0.7,2,2,-10,20,-11
CC(C)N1C(=O)CCC1C(=O)NCc1ccc(F)cc1Cl (centres undefined),-3,0.9,14,-6,1,-0.4,-4,-13,5,-16,3
CC(C)NC(=O)NC(=O)CSc1ncccn1,2,1.6,-3,-5,-5,-0.6,-2,5,-5,2,-7
N#Cc1ccc(COC(=O)CSc2nnc(N)s2)cc1,-5,0.2,2,-4,-3,-1.9,-1,1,-3,-4,-11
Cc1nn(CCCC(=O)Nc2c(F)cc(F)cc2Br)c(C)c1[N+](=O)[O-],5,-2.1,3,-8,-7,0.2,2,-1,5,-2,-12
O=C(NC1CCc2ccccc21)c1cc(COc2cncc(Cl)c2)on1 (centres undefined),1,0.9,2,0,5,1.6,-3,14,-10,5,-3
CCSc1ccc(-c2ccco2)nn1,4,1.9,x,7,9,0.3,2,8,0,3,-3
Cc1ccc(S(=O)(=O)NC2=NCCC2)cc1,3,-0.1,11,-4,-4,0.6,2,-3,-2,4,-7
COc1ccc(C(=O)NCCS(=O)(=O)N2CCCCCC2)cc1,2,-1.1,x,2,-6,1.0,-4,-4,3,23,2
COc1ccc(CC(=O)NCCS(=O)(=O)N2CCN(c3ccc(F)cc3)CC2)cc1OC,5,2.1,4,2,-4,1.0,4,-4,-2,-2,-8
CCc1c(C#N)c(SCc2c(C)noc2C)nc2c1C(=O)CC(C)(C)C2,-5,0.6,7,1,-1,1.4,-1,-9,-7,-3,-8
Cc1ccc(N2C(=O)Cc3ccccc3C2=O)cc1,-9,0.3,-22,-5,-4,0.8,10,-18,-12,6,-19
Cc1cc(N2CCOCC2)nc2ccc(NC(=S)N3CCN(c4ccccc4)CC3)cc12,0,9.6,12,-1,-14,-1.1,2,340*,3,-2,8
Fc1ccccc1/C=N/NC(=S)Nc1ccc(Cl)cc1Cl,0,1.4,-59,1,-8,-0.2,-1,-21,5,3,-4
COc1cc(N)ccc1NC(=O)c1cc2ccccc2o1,-2,0.6,15,10,-1,0.4,-1,17,0,-6,7

# Copied from the entries so far, nine compounds:
SMILES,Keap1 Nrf2 FP,C-LANA FP,PfHsp90 set2,NSD2 inh,RTF Ca sens inh,CDK5 inh,cardiac RTF act,Mot1-301 SUMO,dFosB activator,Rtt109 Vps75,PvdQ acylase
O=C(CCCCCCC(=O)c1ccccc1)c1ccccc1,-1,0.0,2,0,-4,0.9,4,18,0,12,6
Cn1c(SCC(=O)c2ccccc2)nnc1-c1ccncc1,-7,0.0,15,-6,6,1.1,2,-15,-4,4,-2
CCOC(=O)N1CCN(S(=O)(=O)c2cccc3cccnc23)CC1,-1,0.3,12,-4,-23,0.2,-3,9,3,11,-10
CC1CCCCC12NC(=O)N(CC(=O)NCc1ccc3c(c1)OCO3)C2=O (centres undefined),-9,1.5,-3,-1,4,-0.6,-1,64,1,-2,-14
O=C(COc1ccccc1[N+](=O)[O-])N/N=C/c1ccc[nH]1,-2,-3.2,3,1,-2,8.1,0,-23,3,1,-3
CCOC(=O)C1CCN(C(=O)CCc2c(C)nc3ncnn3c2C)CC1,-4,0.1,x,x,-18,-1.6,-5,41,-6,2,11
CC(C)Sc1nc2c(c(=O)n(C)c(=O)n2C)n1C,2,-0.6,-46,-2,-11,-2.9,-2,-6,-10,3,-5
CCOc1ccc(Nc2nc(N3CCCC3)nc(N3CCN(c4ccc(OC)cc4)CC3)n2)cc1,-4,1.1,x,-1,-5,-1.8,1,-8,-6,-10,-15
CC(C)C(c1nnnn1Cc1ccco1)N1CCN(c2nc3ccccc3s2)CC1 (centres undefined),-4,-0.6,16,-4,0,-0.3,-6,-26,-6,x,4

# New compounds follow:
SMILES,Keap1 Nrf2 FP,C-LANA FP,PfHsp90 set2,NSD2 inh,RTF Ca sens inh,CDK5 inh,cardiac RTF act,Mot1-301 SUMO,dFosB activator,Rtt109 Vps75,PvdQ acylase
CN(C)CCNc1nc(S(=O)(=O)c2ccccc2)c(Cl)s1,-3,-0.2,10,1,-6,0.0,-1,355*,3,0,-17
CCn1nc(C)cc1C(=O)N1CCCC(Nc2ccc(F)c(F)c2)C1 (centres undefined),2,-1.6,-1,0,-13,0.0,1,1,-1,-11,-9
Cc1ccc(-c2nnn(CC(=O)N(CC(=O)NC3CCCCC3)c3cnc4ccccc4c3)n2)o1,-4,0.7,-2,1,-10,-1.8,3,-7,-15,5,1
COc1ccc(C)cc1N(C(=O)c1snc(C(N)=O)c1N)C(C(=O)NC1CCCCC1)c1ccc(C)o1 (centres undefined),8,-0.2,-15,-2,-2,1.4,-7,x,-19,0,2
Cc1[nH]c(C)c2c(=O)n(Cc3ccc(Cl)cc3)ncc12,1,1.5,-6,1,1,0.2,2,-6,0,7,-24
CC(C)[C@H](NC(N)=O)C(=O)NCCc1ccc(Cl)cc1Cl,-3,0.9,7,0,3,1.4,4,15,-6,0,8
O=C(O)C1CC(O)CN1S(=O)(=O)c1cccs1 (centres undefined),1,2.2,3,-1,-7,0.8,5,-4,-4,-14,0
O=C(c1ccco1)c1cn(CC(=O)N2CCCCCC2)c2ccccc12,-8,3.1,11,-1,-1,1.8,11,59,-8,-3,-11
Fc1ccc(Cn2nnc(-c3ccc(Cl)cc3)n2)cc1,1,-2.4,-14,28,-7,-1.2,3,7,-2,-2,-5
COc1ccccc1NC(=O)CN1CCN(CC(=O)Nc2ccc3c(c2)OCCO3)CC1,-4,0.8,0,1,-3,-2.3,1,5,-6,-18,-15
CC1(C)Cc2nc3sc4c(=O)n(CC(=O)NCc5ccco5)cnc4c3cc2CO1,-3,0.0,-3,-2,-8,1.0,0,96,-12,2,4
CCN(c1cccc(C)c1)S(=O)(=O)c1ccc2[nH]c(=O)c(=O)[nH]c2c1,-5,1.0,x,3,-6,0.4,0,-8,-19,-12,-8
Cc1c(S(=O)(=O)N(C)C2CCCCC2)c(=O)n(C)c(=O)n1C,2,0.9,x,x,-12,-3.1,0,-1,7,-7,-10
COc1cc2c(cc1OC)C(c1ccccc1)N(C(=O)c1ccccc1F)CC2 (centres undefined),-4,-1.1,18,1,1,-1.8,-3,-3,-8,1,-13
CCCCn1c(N)c(N(CCC(C)C)C(=O)COC(=O)c2ccc([N+](=O)[O-])s2)c(=O)[nH]c1=O,-3,-1.1,x,53*,-4,-0.9,0,-3,-7,4,-8
C/C(=N\NC(=O)c1cccc(N/N=C(\C)c2ccc([N+](=O)[O-])cc2)c1)c1ccc([N+](=O)[O-])cc1,3,0.9,18,-2,0,0.6,-1,540*,2,15,10
Cc1ccc(S(=O)(=O)N(C)CC(=O)N2CCOCC2)cc1,-7,-0.5,x,-3,-5,-0.3,2,-2,0,-9,-12
Nc1nnc(CC(=O)N/N=C/c2cccc([N+](=O)[O-])c2)s1,-3,-0.1,-9,1,4,-0.2,2,1,-8,-4,4
CCN(CCn1cccn1)Cc1nc(-c2ccc(OC)cc2)no1,-2,-0.3,30,2,14,-5.1,8,19,-3,-4,-11
Cc1cc(C)nc(NCC(O)CNc2ccccc2C)n1 (centres undefined),1,-1.3,-9,14,6,0.3,-1,-9,0,-1,-19
Cc1cc(C)c(S(=O)(=O)c2ccccc2)c(Cl)n1,-2,-1.0,x,-2,-10,-1.0,-1,-13,-1,0,-15
Cc1cc(-n2c(C)cc(C(=O)COc3ccc([N+](=O)[O-])cc3)c2C)no1,-1,0.4,7,-1,3,0.9,0,80,-6,10,-7
COc1ccccc1C(=O)NCC(=O)OCC(=O)Nc1ccc2[nH]c(=O)[nH]c2c1,-3,0.3,x,1,-4,1.6,8,5,-1,-5,-12
Cc1ccccc1NC(=S)N1CCN(Cc2ccc3c(c2)OCO3)CC1,-3,2.3,-4,-2,8,-0.2,1,7,-2,9,-19

# High-throughput results deposited in PubChem by several laboratories.
